Bioassay records from PubChem.
mec2-1 = NCI yeast anticancer drug screen, S. cerevisiae mec2-1 strain. AID 157, 2004. 79,000 tested, 9% active. % growth inhibition at 50 µM;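 also: 0% = growth of vehicle-only cultures of the same strain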
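Growth inhibition is read against vehicle-treated controls after compound exposure of the mec2-1 yeast strain, which is defective in DNA damage repair or cell cycle control.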
sgs1 mgt1 = NCI yeast anticancer drug screen, S. cerevisiae sgs1 mgt1 strain; % growth inhibition at 50 µM; 78,000 tested, 10% active;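 also: 0% = growth of vehicle-only cultures of the same strain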
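Mutant yeast exposed to compound; growth scored against vehicle-only wells.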
bub3 = NCI yeast anticancer drug screen, S. cerevisiae bub3 mutant strain; growth inhibition, % at 50 µM; 78,000 tested, 9.9% active; AID 167, 2004;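 also: 0% = growth of vehicle-only cultures of the same strain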
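Screening used yeast with an engineered genetic alteration affecting cell cycle control. Compound-exposed cultures were compared with vehicle cultures, and reduced growth was taken as inhibition.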
cln2 rad14 = NCI yeast anticancer drug screen, S. cerevisiae cln2 rad14 strain. % growth inhibition at 50 µM. 78,000 tested, 8.3% active. AID 165, 2004;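 also: 0% = growth of vehicle-only cultures of the same strain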
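Test compounds were added to cln2 rad14 yeast cultures; inhibition of growth was then determined by comparison with vehicle treatment.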
yeast rad50 = NCI yeast anticancer drug screen, S. cerevisiae rad50 strain; % growth inhibition at 50 µM; 79,000 tested, 10% active; AID 155, 2004;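 also: 0% = growth of vehicle-only cultures of the same strain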
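Compounds were tested on a yeast strain with an engineered DNA damage repair alteration; the reported value is growth inhibition normalised to vehicle treatment.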
mlh1 rad18 = NCI yeast anticancer drug screen, S. cerevisiae mlh1 rad18 strain; AID 175, 2004; % growth inhibition at 50 µM; 79,000 tested, 11% active;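 also: 0% = growth of vehicle-only cultures of the same strain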
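Growth inhibition of the yeast strain was measured after compound exposure and expressed relative to vehicle-treated controls. The strain carries defined defects in DNA damage repair.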
The depositor's hits bear a star; & = joins results of further samples. Rule as the data show it: active = growth inhibition above about 70%; inactive = the rest.

SMILES	mec2-1	sgs1 mgt1	bub3	cln2 rad14	yeast rad50	mlh1 rad18
COc1ccc(-c2cc(Cc3cccs3)c(=O)[nH]n2)cc1	4	33	6	24	2	40
COc1c(NC(=O)c2ccc(C(=O)Nc3cccc([N+](=O)[O-])c3OC)cc2)cccc1[N+](=O)[O-]	-6	-9	-2	-21	22	-1
CN1C/C(=C\c2ccccc2)C(=O)C(c2ccccc2)C1 (centres undefined)	20	29	77*	-21	2	31
FC(F)(c1nnnn1Cc1ccccc1)C(F)(F)C(F)(F)C(F)(F)C(F)(F)C(F)(F)C(F)(F)C(F)(F)c1nnnn1Cc1ccccc1	14	-12	8	-3	10	19
O=[N+]([O-])c1ccccc1N/N=C\c1c[nH]c2ccccc12	-2	0	9	14	30	48
CCOC1OC(=O)c2ccccc21 (centres undefined)	9	-2	-2	4	-2	3
Cc1cn(C2CC(O)C(CO)O2)c(=O)nc1N1CCSCC1 (centres undefined)	-7	-3	-12	-33	2	-9
COc1ccc(C(CC(=O)c2ccccc2)C(=O)c2ccc3c(c2)OCO3)cc1 (centres undefined)	-51	-39	0	-13	-40	-32
Cc1cn(CCCn2cnc3cncnc32)c(=O)[nH]c1=O	11	20	9	17	19	32
COc1cc([N+](=O)[O-])cc(C(C)=O)c1O	37	32	15	2	18	38
COC(=O)c1ccc(N/C=C(/C#N)c2ccsc2)cc1	1	-5	8	14	-2	3
CCc1cc(C(C)(C)C)c(O)c(C(C)(C)C)c1	10	6	8	25	34	35

Quoted from the listing.
Under mec2-1, Cc1cn(C2CC(O)C(CO)O2)c(=O)nc1N1CCSCC1 (centres undefined) reads -7
Under mlh1 rad18, COc1ccc(-c2cc(Cc3cccs3)c(=O)[nH]n2)cc1 reads 40

More entries
SMILES	mec2-1	sgs1 mgt1	bub3	cln2 rad14	yeast rad50	mlh1 rad18
CN(C)N=Nc1ccccc1	-14	0	-2	15	38	29
COc1ccc(-c2nc(N)n(C)c2SSc2c(-c3ccc(OC)cc3)nc(N)n2C)cc1	5	2	4	7	24	-16
Cn1ccc2c(C(=O)c3ccccc3)cccc2c1=O	-6	-5	0	10	8	-10
C/C(=C\[C@H]1C[C@@H]([C@@H]2CC[C@]34C[C@]23C=C[C@@H]2[C@@]3(C)CC=C5C[C@@H](c6ccccc6)OC[C@]5(C)[C@@H]3C[C@@H](O)[C@]24C)C(=O)O1)CO	17	18	36	36	34	25
Cc1c(N)cccc1F	-4	-12	-6	-9	-6	3
Nc1nc(NCCO)c(N=O)c(=O)[nH]1	-4	-2	10	13	5	13
CCOP(=O)(OCC)C([O][Sb]([O]CC(C)Cl)[O]CC(C)Cl)c1ccc(OC)cc1 (centres undefined)	-5	-11	2	-2	-42	-19
COc1ccc(CCl)c(Br)c1OC	-1	3	-3	6	-1	13
NC(=O)N1CCCCC1	-7	24	14	7	7	5
OC(COc1c2ccccc2nc2ccccc12)CN1CCN(c2ccccc2)CC1 (centres undefined)	-5	6	1	9	22	20
CNc1ccccc1C(=O)OC	4	-28	8	-3	17	28
O=C1C=C(n2ccccc2=O)CCC1	2	11	-2	-29	8	0
O=C(Nc1ccc([N+](=O)[O-])cc1Cl)c1ccc(C(=O)Nc2ccc([N+](=O)[O-])cc2Cl)cc1	-2	-2	2	31	-6	1
CC(=O)Nc1ccccc1[N+](=O)[O-]	-7	29	-2	-57	0	-12
O=C(CCc1c[nH]c2ccccc12)c1ccccc1O	22	59	74*	-21	18	43
CC(=O)NNC(=S)/N=C/c1c(O)cc(C)oc1=O	-17	-16	-32	-4	-38	-46
CNc1cccc(-c2cc(=O)c3cc4c(cc3[nH]2)OCO4)c1	4	9	28	14	3	-53
CSc1nc(NC2OC(CO)C(O)C(O)C2O)c(N)c(=O)[nH]1 (centres undefined)	1	-21	-7	17	-1	-1
O=C(O)c1ccncc1S(=O)(=O)O	-36	-24	-24	-8	-21	-10
Cc1cc(Cl)ccc1NC(=O)/C(Cl)=C(/Cl)C(=O)O	98*	100*	100*	99*	100*	99*
CC(=O)Nc1ccc(N)cc1N	-38	-18	-6	30	-1	14
COc1ccc(NC(=O)/C(=C/c2ccc(N(CCC#N)CCC#N)cc2)NC(=O)c2cc([N+](=O)[O-])ccc2Cl)cc1	18	-38	-3	-7	30	33
NC1=NN(c2ccccc2)C(=O)C1C(=O)C(=O)NC1C2CC3CC(C2)CC1C3 (centres undefined)	-19	0	0	11	-29	-27
CN(C)CCC1(C2=CCCC2)CC/C(=C\c2ccccc2Cl)C1=O (centres undefined)	23	42	36	73*	69	88*
O=C(O)/C=C(\CC(=O)O)C(=O)O	12	-22	-21	8	13	1
NC1=NS(=O)(=O)N=C(N)C1=NNc1cccc(Cl)c1	-2	-5	-19	-15	-14	-21
CCCC(NC(=O)C(C)NC(=O)OCc1ccccc1)C(=O)O (centres undefined)	-4	1	7	16	12	3
CC(C)C(NC(=O)C1CSC(C)(C)N1C=O)C(=O)O (centres undefined)	0	-3	7	-8	-2	2
COc1ccc(C2c3cc4c(cc3OC(N3CCOCC3)C2C)OCO4)cc1 (centres undefined)	-22	-20	-33	-4	-12	-57
CCC(=O)CC(=O)c1ccccc1	-20	-3	-23	-36	-12	0
CCOc1c(N=Nc2ccc(OC)cc2)c(-c2ccccc2)nn1C(N)=S	38	26	70*	3	12	24
N#CC1(C#N)C(c2cccc([N+](=O)[O-])c2)C1(C#N)C#N	17	16	14	10	17	0
CCCC1OC2(CCCCC2)OCC1CC (centres undefined)	-4&-2	-2&-2	10&-17	19&6	10&13	-18&-11
O=S(=O)(O)c1ccc(Cl)c(Cl)c1	-15	-3	-20	15	0	-2
O=C(CCC(=O)Nc1ccc2[nH]c3ccccc3c(=O)c2c1)Nc1ccc2[nH]c3ccccc3c(=O)c2c1	15	-22	-3	-19	-18	-38
CNS(=O)(=O)c1c(C)cccc1CC(=O)c1ccccc1	1	12	15	-13	-4	-8
O=C1[C@H]2ON(c3ccccc3)C(c3ccccc3)[C@H]2C(=O)N1c1ccc(Cc2ccc(N3C(=O)[C@@H]4ON(c5ccccc5)C(c5ccccc5)[C@@H]4C3=O)cc2)cc1 (some centres undefined)	3	13	26	22	3	12
CCOC(=O)C1(CC(=O)O)CCCC1=O (centres undefined)	-24	-16	-48	-15	-1	-1
COc1ccc(OC)c(N(CN2C(=O)CCC2C(=O)O)C(C)=O)c1 (centres undefined)	10	-13	-18	1	10	-23
NC(CCl)=NCC1C2CC3CC(C2)CC1C3 (centres undefined)	90*	91*	89*	84*	88*	90*
O=C1c2ccccc2CN1Cc1ccc(Cl)c(Cl)c1	42	93*	79*	45	84*	65
N#Cc1cc(-c2ccccc2)c[nH]c1=O	-1	-5	-1	-37	-9	-2
CSC(=N)N	-17&-18	-52	1	-46	-16&-9	-30&-3
N=C1N=C(N)CS1	-10	4	26	12	3	4
O=C(O)c1cc2c(cc1CC(Cc1ccc3c(c1)CCCC3)C(=O)O)CCCC2 (centres undefined)	73*	70*	76*	74*	86*	83*
O=C(Cc1ccccc1)NN1C(=O)/C(=C\c2cccc([N+](=O)[O-])c2)SC1=Nc1ccccc1	-15	10	-15	17	-3	1
CC1=NOC(=O)/C1=C/c1ccc(Cl)c(Cl)c1	37	53	34	2	32	43
O=C(O)CCc1ccc2c(c1)CC1(Cc3ccccc3C1)C2	42	61	48	53	26	64
Cc1ccc(S(=O)(=O)NC(CCC(=O)NN)C(=O)NN)cc1 (centres undefined)	7	-15	-2	6	10	-43
C/C(=N\O)c1cc(Br)cc([N+](=O)[O-])c1O	4	5	8	39	6	15
O=C1CSC(c2c[nH]c3ccccc23)N1c1cccc([N+](=O)[O-])c1 (centres undefined)	-40	-60	-59	-1	-61	-39
CNc1ccc(O)cc1	7	6	0	-24	4	15
CC1N=C(c2ccccc2)SC1C (centres undefined)	-18	-25	-11	-49	-14	-38
O=C(Nc1cc(Cl)c(Cl)cc1Cl)C(=O)C(C(=O)c1ccc(Cl)c(Cl)c1)C1OC(=O)c2ccccc21 (centres undefined)	9	1	4	27	19	23
COc1ccccc1NC1=C(Cl)C(=O)C(Nc2ccccc2OC)=C(Cl)C1=O	4	21	-10	58	12	26
CCCc1cc(=O)oc2c3c(c4c(c12)OC(C)(C)C=C4)O[C@H](C)[C@@H](C)C3O (some centres undefined)	9	-1	11	-2	-6	-3
c1ccc(Cc2[nH]nc(-c3ccccc3)c2N=Nc2ccccc2)cc1	-35	3	8	-16	6	-6
CC(=O)SC(C[N+](=O)[O-])c1ccc2c(c1)OCO2 (centres undefined)	93*	93*	93*	91*	91*	90*
O=S1(=O)CC(Cl)(Cl)C1	3	15	-18	75*	20	12
NC(=O)CSCC(N)C(=O)O (centres undefined)	-26	-13	-28	-22	-10	-20

Next part.
SMILES	mec2-1	sgs1 mgt1	bub3	cln2 rad14	yeast rad50	mlh1 rad18
CC(=O)CC1(O)C(=O)Nc2ccc(Br)cc21 (centres undefined)	6	11	1	60	39	5
OCC1OC(n2nc(-c3ccccc3)nc2-c2cnccn2)C(O)C(O)C1O (centres undefined)	-36	-31	-46	4	-37	-44
O=[N+]([O-])c1cc([N+](=O)[O-])c2ccccc2c1NS(=O)(=O)c1ccc(Br)cc1	19	36	36	1	7	70*
CCCCNC(=O)NCCCC	4	-6	-3	-4	6	0
CCOC(=O)Nc1cc2c(c(N)n1)N=C(CN(C)c1ccccc1)CN2	6	59	35	16	23	30
COCCn1cc(F)c(=O)[nH]c1=O	-2	33	-21	46	-9	-5
COc1ccc(/C(N)=N/OCc2ccc(C#N)cc2)cc1	-21	-3	21	10	-14	-26

15 compounds out of the list, sorted by heavy-atom count, ascending.
SMILES	mec2-1	sgs1 mgt1	bub3	cln2 rad14	yeast rad50	mlh1 rad18
O=S1(=O)CC(Cl)(Cl)C1	3	15	-18	75*	20	12
CNc1ccc(O)cc1	7	6	0	-24	4	15
NC(=O)CSCC(N)C(=O)O (centres undefined)	-26	-13	-28	-22	-10	-20
CCCCNC(=O)NCCCC	4	-6	-3	-4	6	0
COCCn1cc(F)c(=O)[nH]c1=O	-2	33	-21	46	-9	-5
C/C(=N\O)c1cc(Br)cc([N+](=O)[O-])c1O	4	5	8	39	6	15
CC(=O)CC1(O)C(=O)Nc2ccc(Br)cc21 (centres undefined)	6	11	1	60	39	5
CC(=O)SC(C[N+](=O)[O-])c1ccc2c(c1)OCO2 (centres undefined)	93*	93*	93*	91*	91*	90*
COc1ccc(/C(N)=N/OCc2ccc(C#N)cc2)cc1	-21	-3	21	10	-14	-26
Cc1ccc(S(=O)(=O)NC(CCC(=O)NN)C(=O)NN)cc1 (centres undefined)	7	-15	-2	6	10	-43
O=C1CSC(c2c[nH]c3ccccc23)N1c1cccc([N+](=O)[O-])c1 (centres undefined)	-40	-60	-59	-1	-61	-39
CCOC(=O)Nc1cc2c(c(N)n1)N=C(CN(C)c1ccccc1)CN2	6	59	35	16	23	30
CCCc1cc(=O)oc2c3c(c4c(c12)OC(C)(C)C=C4)O[C@H](C)[C@@H](C)C3O (some centres undefined)	9	-1	11	-2	-6	-3
COc1ccccc1NC1=C(Cl)C(=O)C(Nc2ccccc2OC)=C(Cl)C1=O	4	21	-10	58	12	26
O=C(Nc1cc(Cl)c(Cl)cc1Cl)C(=O)C(C(=O)c1ccc(Cl)c(Cl)c1)C1OC(=O)c2ccccc21 (centres undefined)	9	1	4	27	19	23
